Screening data from PubChem BioAssay.
TcdB inh: TcdB glycohydrolase inhibitors, primary screen, biochemical, single point, plate reader | TcdB glycohydrolase enzymatic assay | inhibition, % at 9.99 µM | hit rate 0.24% among 350,000 | AID 652162, 2013; in the data active means inhibition above about 10%
Target sequence (P18177 whole entry, looked up): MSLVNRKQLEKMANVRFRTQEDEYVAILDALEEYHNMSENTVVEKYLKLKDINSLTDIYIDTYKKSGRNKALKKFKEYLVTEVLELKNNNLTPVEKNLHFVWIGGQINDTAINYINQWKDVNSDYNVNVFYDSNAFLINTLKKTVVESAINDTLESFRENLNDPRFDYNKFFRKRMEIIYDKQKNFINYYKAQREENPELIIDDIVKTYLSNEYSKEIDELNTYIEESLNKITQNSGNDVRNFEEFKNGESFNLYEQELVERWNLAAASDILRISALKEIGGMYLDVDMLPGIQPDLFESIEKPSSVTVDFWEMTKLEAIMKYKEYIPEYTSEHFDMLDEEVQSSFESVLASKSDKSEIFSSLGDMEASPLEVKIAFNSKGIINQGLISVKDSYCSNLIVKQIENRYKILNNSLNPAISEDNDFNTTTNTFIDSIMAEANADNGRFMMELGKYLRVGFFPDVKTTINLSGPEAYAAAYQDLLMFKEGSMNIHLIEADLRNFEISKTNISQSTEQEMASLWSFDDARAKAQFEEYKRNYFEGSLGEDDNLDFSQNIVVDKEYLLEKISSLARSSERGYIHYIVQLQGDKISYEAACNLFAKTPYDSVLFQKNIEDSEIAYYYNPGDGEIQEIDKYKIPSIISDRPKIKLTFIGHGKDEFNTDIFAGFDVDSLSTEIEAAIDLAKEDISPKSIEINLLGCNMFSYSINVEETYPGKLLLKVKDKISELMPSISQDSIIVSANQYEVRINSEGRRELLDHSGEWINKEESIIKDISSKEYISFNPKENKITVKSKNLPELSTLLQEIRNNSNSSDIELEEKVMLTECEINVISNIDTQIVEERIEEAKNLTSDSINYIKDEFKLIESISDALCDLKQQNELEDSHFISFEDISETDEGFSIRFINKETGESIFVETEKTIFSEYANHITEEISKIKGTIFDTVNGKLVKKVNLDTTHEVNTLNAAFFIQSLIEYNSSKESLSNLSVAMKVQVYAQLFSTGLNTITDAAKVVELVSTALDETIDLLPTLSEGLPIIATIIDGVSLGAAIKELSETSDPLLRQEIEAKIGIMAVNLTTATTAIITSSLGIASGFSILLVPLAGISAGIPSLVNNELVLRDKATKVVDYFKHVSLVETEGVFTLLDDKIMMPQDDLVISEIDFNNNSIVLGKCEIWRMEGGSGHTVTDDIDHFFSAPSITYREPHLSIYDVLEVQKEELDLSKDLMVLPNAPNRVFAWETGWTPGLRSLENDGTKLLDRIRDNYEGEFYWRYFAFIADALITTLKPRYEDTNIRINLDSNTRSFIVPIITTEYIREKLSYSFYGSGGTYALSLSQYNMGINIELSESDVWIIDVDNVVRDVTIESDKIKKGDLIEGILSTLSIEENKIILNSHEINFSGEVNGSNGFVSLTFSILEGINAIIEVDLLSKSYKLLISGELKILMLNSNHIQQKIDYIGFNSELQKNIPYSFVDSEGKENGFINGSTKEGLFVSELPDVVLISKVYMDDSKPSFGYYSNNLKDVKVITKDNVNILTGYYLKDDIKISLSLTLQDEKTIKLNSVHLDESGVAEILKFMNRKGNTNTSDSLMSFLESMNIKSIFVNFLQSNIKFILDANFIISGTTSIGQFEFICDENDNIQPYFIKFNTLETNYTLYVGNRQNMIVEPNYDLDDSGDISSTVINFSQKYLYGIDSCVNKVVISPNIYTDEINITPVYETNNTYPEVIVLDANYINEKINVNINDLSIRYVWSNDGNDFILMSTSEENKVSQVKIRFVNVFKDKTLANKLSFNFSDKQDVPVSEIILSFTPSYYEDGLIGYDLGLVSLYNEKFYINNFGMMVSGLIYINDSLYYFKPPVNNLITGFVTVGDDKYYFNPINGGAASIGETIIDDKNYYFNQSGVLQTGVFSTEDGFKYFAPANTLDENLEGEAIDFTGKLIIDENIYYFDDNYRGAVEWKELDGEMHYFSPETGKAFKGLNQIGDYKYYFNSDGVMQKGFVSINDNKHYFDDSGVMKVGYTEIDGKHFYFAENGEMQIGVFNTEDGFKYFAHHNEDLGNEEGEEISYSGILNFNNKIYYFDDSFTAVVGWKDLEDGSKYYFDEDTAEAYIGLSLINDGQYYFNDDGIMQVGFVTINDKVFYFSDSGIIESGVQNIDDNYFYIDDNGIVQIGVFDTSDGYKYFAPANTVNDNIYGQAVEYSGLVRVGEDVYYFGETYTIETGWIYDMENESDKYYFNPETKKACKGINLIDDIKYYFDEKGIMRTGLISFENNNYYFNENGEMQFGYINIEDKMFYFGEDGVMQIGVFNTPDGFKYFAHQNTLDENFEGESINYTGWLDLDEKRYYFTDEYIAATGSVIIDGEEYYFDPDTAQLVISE
Starred values were filed as active, the others as inactive. This is a subset (hit frequency here may not be typical).

item	Compound	TcdB inh
1	Cc1ccccc1S(=O)(=O)N1CCCCN2[C@H](CO)[C@@H](c3ccc(-c4cccnc4)cc3)[C@H]2C1	-1.8
2	Cc1ccc(S(=O)(=O)N(C)C[C@@H]2OCCCC[C@H](C)Oc3ccc(NC(=O)Cc4ccccc4)cc3C(=O)N([C@@H](C)CO)C[C@H]2C)cc1	0.7
3	O=C(C[C@H]1C=C[C@H](NS(=O)(=O)c2ccc(F)cc2)[C@H](CO)O1)NCc1ccc(Cl)c(Cl)c1	1.0
4	COc1ccc(CN(C)C[C@@H]2OCCCC[C@H](C)Oc3ccc(NC(=O)CCCN(C)C)cc3C(=O)N([C@H](C)CO)C[C@@H]2C)cc1	-0.2
5	C[C@H](CO)N1C[C@H](C)[C@H](CN(C)Cc2ccc(Oc3ccccc3)cc2)Oc2c(NC(=O)CCCCCC(=O)Nc3ccccc3N)cccc2C1=O	-5.4
6	COc1ccc(S(=O)(=O)Nc2cccc3c2O[C@H](CN(C)S(=O)(=O)c2ccc(Cl)cc2)[C@@H](C)CN([C@@H](C)CO)C3=O)cc1	0.2
7	COC(=O)C[C@@H]1C[C@@H]2c3cc(NC(=O)c4cccnc4)ccc3O[C@@H]2[C@H](CO)O1	5.7
8	O=C(Cc1cccnc1)N1CCCCN2[C@H](CO)[C@H](c3ccc(/C=C/c4ccccc4)cc3)[C@@H]2C1	-0.5
9	CN(C)C(=O)[C@H]1[C@H](CO)[C@H]2Cn3c(ccc(C4=CCCCC4)c3=O)[C@@H]1N2C	-0.2
10	O=C(C[C@@H]1CC[C@@H](NC(=O)CN2CCOCC2)[C@H](CO)O1)NCCc1ccncc1	0.4
11	COc1cccc(CNC(=O)c2cc3c(c(-c4cccc(-c5ccncc5)c4)n2)[C@H](CCO)N([S@@](=O)C(C)(C)C)C3)c1	-0.1
12	CC(C)CC#Cc1ccc([C@H]2[C@@H](CO)N3C(=O)CN(C(=O)NC4CCCC4)C[C@@H]23)cc1	1.4
13	C[C@@H]1CN([C@H](C)CO)C(=O)c2cccc(NC(=O)c3nc4ccccc4s3)c2O[C@H]1CN(C)C(=O)NC1CCCCC1	1.0
14	COc1ccccc1NC(=O)N[C@H]1CC[C@H](CCNS(=O)(=O)c2ccc(Cl)cc2)O[C@@H]1CO	-0.7
15	CN1C(=O)c2cc(NC(=O)C3CCOCC3)ccc2OC[C@H]2O[C@H](CC(=O)NC3CCCC3)CC[C@H]21	0.4
16	O=C(CC1CC1)N1CC(=O)N2[C@H](C1)[C@H](c1ccc(/C=C/c3ccccc3)cc1)[C@@H]2CO	0.2
17	CC=Cc1ccc2n(c1=O)C[C@H]1[C@H](CO)[C@@H](C(=O)NCC)[C@@H]2N1C(C)=O (mixture of isomers)	0.1
18	CC(C)[C@H](C)NC(=O)N(C)C[C@@H]1OCc2ccccc2-c2ccccc2C(=O)N([C@H](C)CO)C[C@@H]1C	1.4
19	C[C@@H]1CN([C@@H](C)CO)C(=O)c2cc(-c3ccc(F)cc3)cnc2O[C@@H]1CN(C)C(=O)c1cccnc1	1.3
20	CCCNC(=O)[C@H]1[C@H](CO)[C@H]2Cn3c(ccc(-c4cncnc4)c3=O)[C@@H]1N2C(=O)Nc1ccccc1	1.5
21	COCCNC(=O)C[C@H]1CC[C@H]2[C@@H](COC[C@H](O)CN2C(=O)Nc2ccccc2OC)O1	-0.2
22	C[C@H](CO)N1C[C@H](C)[C@@H](CN(C)Cc2ccc(Cl)c(Cl)c2)Oc2ccc(NS(=O)(=O)c3ccc(Cl)cc3)cc2C1=O	-1.1
23	C/C=C/c1ccc([C@H]2[C@H](CO)N(C(C)=O)C23CN(C(=O)c2ccncc2)C3)cc1	0.3
24	CCC(=O)N1C[C@H](C)[C@H](OC)CN(C)C(=O)c2ccc(NC(=O)Nc3ccccc3)cc2OC[C@H]1C	-1.2
25	COc1ccc(S(=O)(=O)Nc2cccc3c2O[C@H](CN(C)Cc2ccc(-c4ccccc4)cc2)[C@@H](C)CN([C@@H](C)CO)C3=O)cc1	-0.6
26	CO[C@@H]1CN(C)C(=O)c2ccc(NS(C)(=O)=O)cc2OC[C@@H](C)N(C)C[C@@H]1C	0.3
27	C[C@H]1CN([C@@H](C)CO)C(=O)c2cc(C#CC3CCCCC3)cnc2O[C@H]1CN(C)S(=O)(=O)c1cccc(F)c1	-1.7
28	CCCC(=O)Nc1ccc2c(c1)OC[C@H](C)N(C(=O)c1ccccn1)C[C@@H](C)[C@@H](OC)CN(C)C2=O	-2.7
29	C[C@@H]1CN([C@@H](C)CO)C(=O)c2cc(NS(=O)(=O)c3cn(C)cn3)ccc2O[C@@H](C)CCCCO[C@H]1CN(C)C(=O)CCCN(C)C	0.8
30	CN(C)C(=O)c1ccc(-c2ccc3c(c2)[C@@H]2[C@@H](CCN2S(=O)(=O)c2cn(C)cn2)[C@H](CO)N3)cc1	-2.5

3 entries from above in a different format.
[7] COC(=O)C[C@@H]1C[C@@H]2c3cc(NC(=O)c4cccnc4)ccc3O[C@@H]2[C@H](CO)O1
  TcdB inh: 5.7

[8] O=C(Cc1cccnc1)N1CCCCN2[C@H](CO)[C@H](c3ccc(/C=C/c4ccccc4)cc3)[C@@H]2C1
  TcdB inh: -0.5

[9] CN(C)C(=O)[C@H]1[C@H](CO)[C@H]2Cn3c(ccc(C4=CCCCC4)c3=O)[C@@H]1N2C
  TcdB inh: -0.2

Four entries from above, field by field:
24. CCC(=O)N1C[C@H](C)[C@H](OC)CN(C)C(=O)c2ccc(NC(=O)Nc3ccccc3)cc2OC[C@H]1C
  TcdB inh: -1.2
25. COc1ccc(S(=O)(=O)Nc2cccc3c2O[C@H](CN(C)Cc2ccc(-c4ccccc4)cc2)[C@@H](C)CN([C@@H](C)CO)C3=O)cc1
  TcdB inh: -0.6
26. CO[C@@H]1CN(C)C(=O)c2ccc(NS(C)(=O)=O)cc2OC[C@@H](C)N(C)C[C@@H]1C
  TcdB inh: 0.3
27. C[C@H]1CN([C@@H](C)CO)C(=O)c2cc(C#CC3CCCCC3)cnc2O[C@H]1CN(C)S(=O)(=O)c1cccc(F)c1
  TcdB inh: -1.7

Next section.
item	Compound	TcdB inh
31	COc1cccc(-c2ccc3n(c2=O)C[C@@H]2[C@@H](CO)[C@H](C(=O)N(C)C)N(C(=O)C4CCC4)[C@H]32)c1	-4.4
32	O=C(O)C[C@@H]1C[C@@H]2c3cc(NC(=O)NC4CCCC4)ccc3O[C@@H]2[C@@H](CO)O1	-1.6
33	O=S(=O)(NCC[C@H]1CC[C@@H](NS(=O)(=O)c2cccc(Cl)c2)[C@H](CO)O1)c1cccc(F)c1	-0.5
34	O=C(C[C@@H]1CC[C@H](NC(=O)c2ccncc2)[C@@H](CO)O1)Nc1ccccc1	-0.1
35	CO[C@@H]1CC[C@H]2CCN(C)C(=O)CCCN(C)C(=O)c3cc(C#N)ccc3OC[C@H]1O2	0.5
36	O=C(C[C@@H]1CC[C@@H](NC(=O)Nc2ccccc2F)[C@@H](CO)O1)NCc1ccccc1	1.5
37	Cc1noc(C)c1NC(=O)Nc1ccc2c(c1)CC(=O)N([C@@H](C)CO)C[C@@H](C)[C@@H](CN(C)C(=O)Nc1ccc3c(c1)OCO3)O2	-0.5
38	C[C@@H]1CN([C@H](C)CO)C(=O)c2cc(NC(=O)CCN3CCOCC3)ccc2O[C@@H]1CN(C)C(=O)NC1CCCCC1	0.4
39	COc1ccc2c3c(n(C)c2c1)[C@@H](CO)N(C(C)=O)CC31CN(C(=O)C2CCOCC2)C1	-0.1
40	C[C@@H](O)C#Cc1ccc([C@H]2[C@H](CO)N3CCCCN(CC4CC4)C[C@@H]23)cc1	0.5
41	C[C@@H]1CN([C@@H](C)CO)C(=O)c2cc(NC(=O)Nc3ccc(F)cc3)ccc2O[C@H]1CN(C)C(=O)Nc1ccccc1	0.7
42	C[C@@H]1CCCCO[C@@H](CN(C)S(=O)(=O)c2ccccc2)[C@@H](C)CN([C@@H](C)CO)C(=O)c2cc(NC(=O)CCC(F)(F)F)ccc2O1	0.1
43	O=C(C[C@H]1C=C[C@H](NS(=O)(=O)c2ccc(F)cc2)[C@@H](CO)O1)NCCN1CCCCC1	0.3
44	COc1ccccc1CN1C[C@H](C)[C@H](OC)CN(C)C(=O)c2ccc(NC(C)=O)cc2OC[C@@H]1C	-0.5
45	C[C@H](CO)N1C[C@H](C)[C@H](CN(C)C(=O)Cc2ccccc2)OCCCC[C@H](C)Oc2ccc(NC(=O)c3ccncc3)cc2C1=O	0.9
46	COc1cccc(C#Cc2ccc([C@H]3[C@@H](CO)N4C(=O)CN(C(=O)C5CC5)C[C@@H]34)cc2)c1	1.0
47	CO[C@H]1CN(C)C(=O)c2cc(NC(=O)CC(F)(F)F)ccc2OC[C@@H](C)N(CC2CC2)C[C@H]1C	-1.6
48	COCC(=O)N1C[C@H](C)[C@@H](OC)CN(C)C(=O)c2cc(NC(=O)Nc3ccccc3)ccc2OC[C@H]1C	1.9
49	O=C(c1ccccc1)N1C[C@H]2[C@@H](c3ccccc31)[C@H](CO)N2C(=O)c1cccc(F)c1	-0.8
50	C/C=C/c1ccc2c(c1)O[C@@H](CN(C)Cc1ccccc1F)[C@@H](C)CN([C@H](C)CO)S2(=O)=O	0.8
51	O=C(Nc1ccccc1)N1CCCCN2[C@H](C1)[C@@H](c1ccc(-c3ccccc3)cc1)[C@@H]2CO	-0.9
52	C[C@H]1CN([C@@H](C)CO)C(=O)c2cccc(NS(=O)(=O)c3ccc(F)cc3)c2O[C@H]1CN(C)S(=O)(=O)c1cccs1	-0.7
53	COc1ccc(S(=O)(=O)Nc2ccc3c(c2)C(=O)N([C@H](C)CO)C[C@@H](C)[C@H](CN(C)C(=O)c2ccncc2)OCCCC[C@@H](C)O3)cc1	1.5
54	C[C@@H]1CN([C@H](C)CO)S(=O)(=O)c2ccc(-c3ccncc3)cc2O[C@@H]1CN(C)C(=O)C1CC1	0.3
55	COc1ccc2c3c(n(C)c2c1)[C@@H](CO)N(Cc1cc(F)ccc1F)CC31CN(C(C)=O)C1	0.0
56	COCC(=O)Nc1ccc2c(c1)C(=O)N(C)C[C@H](OC)[C@@H](C)CN(Cc1cccnc1)[C@H](C)CO2	-0.9
57	C[C@@H]1CN([C@@H](C)CO)C(=O)c2cccc(N(C)C)c2O[C@@H]1CN(C)S(=O)(=O)c1cccs1	0.4
58	Cc1cc(C(=O)Nc2cccc3c2O[C@H](CN(C)C(=O)NC2CCCCC2)[C@H](C)CN([C@H](C)CO)C3=O)n(C)n1	1.3
59	C[C@@H]1CN([C@H](C)CO)C(=O)c2cc(C#Cc3ccc(F)cc3)cnc2O[C@@H]1CN(C)S(C)(=O)=O	0.3
60	COc1ccc(NC(=O)Nc2ccc3c(c2)C(=O)N([C@@H](C)CO)C[C@@H](C)[C@H](CN(C)C(=O)C2CCCCC2)OCCCC[C@@H](C)O3)cc1	-3.4
61	O=C(NC1CCCC1)N1CCCCN2[C@H](CO)[C@@H](c3ccc(-c4cncnc4)cc3)[C@@H]2C1	-2.1
62	C[C@@H]1CCCCO[C@H](CN(C)C(=O)Nc2ccccc2)[C@H](C)CN([C@H](C)CO)C(=O)c2cc(NS(=O)(=O)c3cn(C)cn3)ccc2O1	0.6
63	COc1ccc2c3c([nH]c2c1)[C@H](CO)N(C(=O)c1ccc(F)cc1)CC31CCN(C(=O)NC(C)C)CC1	-0.2
64	COC(=O)C[C@H]1CC[C@@H]2[C@H](COC[C@@H](O)CN2S(=O)(=O)c2ccccc2C)O1	0.5
65	CC(C)NC(=O)N[C@H]1CC[C@H](CC(=O)NCCCN(C)C)O[C@H]1CO	-0.7
66	CO[C@@H]1CN(C)C(=O)c2cc(NC(=O)c3ccc(-c4ccccc4)cc3)ccc2OC[C@H](C)NC[C@H]1C	1.0
67	CC(C)c1cccc(NC(=O)C[C@H]2CC[C@H]3[C@@H](COc4ccc(NC(=O)NCc5ccccc5)cc4C(=O)N3C)O2)c1	0.5
68	COCC(=O)N(C)C[C@@H]1Oc2ncc(C#Cc3ccccc3OC)cc2C(=O)N([C@@H](C)CO)C[C@H]1C	0.7
69	Cc1ccccc1S(=O)(=O)NCC[C@H]1CC[C@H](NC(=O)C2CCCCC2)[C@@H](CO)O1	0.7
70	OC[C@H]1[C@H](c2ccc(-c3ccc(F)cc3)cc2)[C@@H]2CN(Cc3ccncc3)CCCCN12	0.7
71	C[C@@H]1CN([C@H](C)CO)C(=O)c2cccc(NS(=O)(=O)c3ccccc3)c2O[C@@H]1CN(C)S(=O)(=O)c1cccs1	0.8
72	CC(C)NC(=O)N(C)C[C@H]1Oc2ccc(NS(=O)(=O)c3ccccc3)cc2C(=O)N([C@@H](C)CO)C[C@H]1C	0.3
73	CO[C@@H]1CN(C)C(=O)c2ccc(NS(C)(=O)=O)cc2OC[C@H](C)N(C(=O)C2CCCCC2)C[C@H]1C	1.1
74	CCC(=O)NC[C@H]1N[C@H](CO)[C@@H]1c1ccc(-c2cccnc2)cc1	-0.4
75	CN(C)C(=O)C[C@H]1C[C@@H]2c3cc(NC(=O)NC4CCCC4)ccc3O[C@@H]2[C@H](CO)O1	0.2
76	CC(C)NC(=O)N1CCCCN2[C@H](C1)[C@@H](c1ccc(C#Cc3ccccc3)cc1)[C@@H]2CO	1.2
77	O=C(NCC1CC1)[C@H]1[C@H](CO)[C@H]2Cn3c(ccc(-c4ccncc4)c3=O)[C@H]2N1Cc1cocn1	0.4
78	C[C@H](O)C#Cc1ccc2c(c1)O[C@H](CN(C)Cc1cccnc1)[C@@H](C)CN([C@H](C)CO)S2(=O)=O	1.4
79	C[C@@H]1CN([C@@H](C)CO)C(=O)c2cc(C#CC3CCCC3)cnc2O[C@H]1CN(C)C(=O)c1ccncc1	1.2
80	O=C(C[C@H]1CC[C@H]2[C@@H](COC[C@@H](O)CN2C(=O)Nc2cccc(Cl)c2)O1)N1CCCCC1	1.4
81	CNC[C@H]1Oc2c(N)cccc2C(=O)N([C@H](C)CO)C[C@@H]1C	2.2
82	C[C@@H]1CN([C@@H](C)CO)C(=O)CCCn2cc(nn2)CO[C@H]1CN(C)C(=O)Nc1ccc(N2CCCCC2)cc1	-5.6
83	CCC(=O)N1CC[C@@H]2[C@H]1c1cc(-c3ccccc3F)ccc1N(C)[C@@H]2CO	-1.2
